Source: PubChem BioAssay
NOD1 NF-kB reporter – NOD1 signaling inhibitors, primary screen, cell-based, luminescence, uHTS (AID 1578); NOD1-driven NF-kB luciferase reporter cells, luminescence; higher % means a stronger effect; 290,000 tested, 1% active; one-dose inhibition, % at 4 µM; EC50 in µM for titrated hits; in the data active = inhibition mostly above about 36%, no sharp cut-off; inactive = mostly below about 34%;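 note: HEK-293T reporter cells stimulated with the NOD1 agonist gamma-tri-DAP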
NS5 inhibitors – Dengue-2 NS5 methyltransferase inhibitors, primary screen, biochemical, confirmation dose response (AID 588689). Dengue-2 NS5 methyltransferase capping enzyme assay, biochemical; higher % means a stronger effect. inhibition, % at 25 µM; hits with a dose series show IC50 in µM. 340,000 tested, 0.3% active; in the data active = a potency from the dose series; inconclusive = inhibition above about 29% without an active follow-up result
Yfh1-depleted yeast – enhancers of respiration in Yfh1-depleted yeast, dose response, Friedreich's ataxia, plus single-dose screen (AID 1465). 220,000 tested, 0.074% active. S. cerevisiae Yfh1-off respiration, WST-1 reduction, 72 h; higher fold induction means a stronger effect. fold induction at 50 µM, or EC50 in µM where a hit was titrated;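 active = fold induction of absorbance versus untreated yeast above a set limit, then at least 30% activation at any dose in follow-up; inconclusive = repeats straddling the limit, or above it without dose testing; inactive = fold induction below the set limit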;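 note: activators that raise dye reduction in frataxin-depleted yeast; strong numbers were not always called active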
HEK293 NOD2/NF-kB – inhibition of NOD2-driven NF-kB reporter – cell-based, luminescence, uHTS, HEK293 (AID 1566). HEK293 NOD2/NF-kB luciferase reporter, luminescence; higher % means a stronger effect. inhibition, % at 4 µM, or EC50 in µM where a hit was titrated. 290,000 tested, 0.63% active; note: many of its hits are not listed in these tables
HIV fusion peptide – inhibitors of HIV fusion peptide binding, primary screen, biochemical, uHTS, fluorescence dequenching (AID 1986); 290,000 tested, 0.3% active; cell-free peptide binding, fluorescence dequenching, 30 min; higher % means a stronger effect; inhibition, % at 20 µM; hits with a dose series show IC50 in µM; in the data active = inhibition mostly above about 52%, no sharp cut-off; inactive = mostly below about 76%; note: some results filed as inactive read as strong as hits
West Nile antiviral – inhibition of WNV-induced cytopathic effect – cell-based, CPE readout (AID 1621) | West Nile virus-infected cells, CPE inhibition; higher % means a stronger effect | one-dose CPE inhibition, % at 10 µM; IC50 in µM for titrated hits | 290,000 tested, 0.02% active; in the data active = a potency from the dose series; inconclusive = CPE inhibition mostly from about 3.7% at the one dose, without a potency; inactive = the rest, 99 in 100 with CPE inhibition below about 2.2%; note: strong numbers were not always called active
KOR beta-arrestin-1 – KOR agonists, beta-arrestin recruitment, primary screen, cell-based, luminescence, uHTS (AID 1777); KOR beta-arrestin recruitment, luminescence; higher % means a stronger effect; activation, % at 10 µM, or EC50 in µM where a hit was titrated; 280,000 tested, 0.02% active; in the data active = activation above about 50%, passing the limit was not always enough; note: a part of the inactive calls stands beside numbers as strong as those of hits
AID2073 – inhibitors of Mint1-CaV2.2 protein interaction, biochemical, HTRF (AID 2073) | HTRF protein-protein interaction, Mint1-CaV2.2; higher % means a stronger effect | inhibition, % at 20 µM; hits with a dose series show IC50 in µM | 290,000 tested, 0.19% active; in the data active = inhibition mostly above about 51%, no sharp cut-off; inconclusive = no clear call, values can overlap the other calls; inactive = mostly below about 53%; note: some results filed as inactive read as strong as hits
KOR beta-arrestin-2 – kappa opioid receptor blockers – cell-based, luminescence, uHTS (AID 1778) | 290,000 tested, 0.091% active | KOR beta-arrestin recruitment, luminescence, antagonist mode; higher % means a stronger effect | inhibition, % at 10 µM; hits with a dose series show IC50 in µM; note: strong numbers were not always called active
NS5 inhibitors pilot replicate – second read-out of NS5 inhibitors, no call of its own (marks repeat the call); inhibition, %; measured here: pilot screen replicate inhibition
Starred values were filed as active, the others as inactive; [ ] = another dose, or the depositor's remark. Cut-off read from the data, not from the text of the source, unless noted: active = inhibition above about 50%; inactive = the rest.

`Cc1c(NC(=O)CCCCCN2C(=O)C3C4C=CC(C4)C3C2=O)c(=O)n(-c2ccccc2)n1C` (configuration not stated) gave NOD1 NF-kB reporter -17%, NS5 inhibitors -3%, Yfh1-depleted yeast inactive, HEK293 NOD2/NF-kB 4%, HIV fusion peptide -1.1%, West Nile antiviral 0.0%, KOR beta-arrestin-1 -1.3%, AID2073 -6% and KOR beta-arrestin-2 23%.
COCc1cc(C)nc(SCC(=O)Nc2cccc3cccnc23)c1C#N was read as NOD1 NF-kB reporter -16%, NS5 inhibitors -2%, Yfh1-depleted yeast inactive, HEK293 NOD2/NF-kB 42%, HIV fusion peptide -2.0%, West Nile antiviral -0.6%, KOR beta-arrestin-1 36%, AID2073 inconclusive and KOR beta-arrestin-2 3%.
`O=C(CCCOc1ccccc1)Nc1nc2ccccc2[nH]1` gave NOD1 NF-kB reporter -23%, NS5 inhibitors -2%, Yfh1-depleted yeast inactive, HEK293 NOD2/NF-kB -32%, HIV fusion peptide 1.4%, West Nile antiviral -0.7%, KOR beta-arrestin-1 -1.0%, AID2073 5% and KOR beta-arrestin-2 6%.
Screening c1ccc2c(-c3cc(C4CCNCC4)[nH]n3)cccc2c1 returned NOD1 NF-kB reporter -24%, NS5 inhibitors -8%, Yfh1-depleted yeast inactive, HEK293 NOD2/NF-kB -2%, HIV fusion peptide 0.7%, West Nile antiviral 0.0%, KOR beta-arrestin-1 2.1%, AID2073 0% and KOR beta-arrestin-2 -22%.
CCOc1ccc(NS(=O)(=O)c2ccc(-c3ccc(=O)[nH]n3)o2)cc1 was read as NOD1 NF-kB reporter -17%, NS5 inhibitors 3%, HEK293 NOD2/NF-kB 3%, HIV fusion peptide 0.4%, West Nile antiviral -0.4%, KOR beta-arrestin-1 -0.9%, AID2073 7% and KOR beta-arrestin-2 -32%.
CO/N=C\CC(=O)Nc1ccc(Oc2ccccc2)cc1 was read as NOD1 NF-kB reporter -41%, NS5 inhibitors -12%, Yfh1-depleted yeast inactive, HEK293 NOD2/NF-kB -5%, HIV fusion peptide -0.5%, West Nile antiviral 0.6%, KOR beta-arrestin-1 -1.6%, AID2073 -4% and KOR beta-arrestin-2 -24%.
Screening O=C(Nc1ncc2c(n1)-c1ccccc1CC2)c1cccs1 returned NOD1 NF-kB reporter -12%, NS5 inhibitors -3%, Yfh1-depleted yeast inactive, HEK293 NOD2/NF-kB 3%, HIV fusion peptide 0.0%, West Nile antiviral 0.8%, KOR beta-arrestin-1 -2.7%, AID2073 18% and KOR beta-arrestin-2 -9%.
O=C(Nc1nnc(S(=O)(=O)Nc2ccccc2)s1)c1ccccc1Cl was read as NOD1 NF-kB reporter -34%, NS5 inhibitors 5%, HEK293 NOD2/NF-kB -8%, HIV fusion peptide 10%, West Nile antiviral 0.0%, KOR beta-arrestin-1 0.1%, AID2073 4% and KOR beta-arrestin-2 -15%.
For Cc1c(C(=O)Nc2c(C)n(C)n(-c3ccccc3)c2=O)oc2ccccc12 the results were NOD1 NF-kB reporter -5%, NS5 inhibitors 0%, Yfh1-depleted yeast inactive, HEK293 NOD2/NF-kB 16%, HIV fusion peptide -1.4%, West Nile antiviral -1.1%, KOR beta-arrestin-1 1.3%, AID2073 8% and KOR beta-arrestin-2 -20%.
For O=C(CONS(=O)(=O)c1ccc(Cl)cc1)NCCNc1ncc(C(F)(F)F)cc1Cl the results were NOD1 NF-kB reporter -31%, NS5 inhibitors -14%, Yfh1-depleted yeast inactive, HEK293 NOD2/NF-kB 30%, HIV fusion peptide 3.1%, West Nile antiviral -0.1%, KOR beta-arrestin-1 -1.6%, AID2073 -7% and KOR beta-arrestin-2 -103%[20 µM].
Screening Cc1cc(-n2c(C)cc(C(=O)COc3ccc4ccc(=O)oc4c3)c2C)no1 returned NOD1 NF-kB reporter 3%, NS5 inhibitors 1%, Yfh1-depleted yeast inactive, HEK293 NOD2/NF-kB 44%, HIV fusion peptide -0.6%, West Nile antiviral 0.8%, KOR beta-arrestin-1 -4.3%, AID2073 12% and KOR beta-arrestin-2 10%.
For CCC(C)(C(=O)NC1CCCCC1)N(Cc1ccco1)C(=O)CNC(=O)c1ccccc1 (configuration not stated) the results were NOD1 NF-kB reporter -6%, NS5 inhibitors 5%, Yfh1-depleted yeast inactive, HEK293 NOD2/NF-kB 20%, HIV fusion peptide 0.3%, West Nile antiviral -0.6%, KOR beta-arrestin-1 1.6%, AID2073 -3% and KOR beta-arrestin-2 22%.
Screening COc1ccc(-n2nc(C(=O)NCC(=O)NC(C)C)c3ccccc3c2=O)c(OC)c1 returned NOD1 NF-kB reporter 6%, NS5 inhibitors -2%, HEK293 NOD2/NF-kB -42%, HIV fusion peptide -0.3%, West Nile antiviral 0.0%, KOR beta-arrestin-1 4.3%, AID2073 7% and KOR beta-arrestin-2 -33%.
For Cn1nnnc1SCC(=O)NNC(=O)c1ccc(F)cc1 the results were NOD1 NF-kB reporter -28%, NS5 inhibitors -4%, Yfh1-depleted yeast inactive, HEK293 NOD2/NF-kB 1%, HIV fusion peptide -1.5%, West Nile antiviral 0.3%, KOR beta-arrestin-1 -6.4%, AID2073 -2% and KOR beta-arrestin-2 -20%[20 µM].
Screening COc1cc2c(c(O)c1OC)-c1c(cc(OC)c(OC)c1O)[C@@H](OC(=O)c1ccccc1)[C@@](C)(O)[C@@H](C)[C@@H]2OC(C)=O returned NOD1 NF-kB reporter -2%, Yfh1-depleted yeast inactive, HEK293 NOD2/NF-kB 23%, HIV fusion peptide 1.0%, West Nile antiviral 1.3%, KOR beta-arrestin-1 2.4%, AID2073 -26% and KOR beta-arrestin-2 30%.
Cc1cc(C(=O)N2CCCC(N3CCN(c4ccccc4C)CC3)C2)n(C)n1 (configuration not stated) was read as NOD1 NF-kB reporter 0%, NS5 inhibitors -3%, HEK293 NOD2/NF-kB 6%, HIV fusion peptide -1.4%, West Nile antiviral -0.6%, KOR beta-arrestin-1 7.2%, AID2073 5% and KOR beta-arrestin-2 4%.
For CCOC(=O)CSC1=C(C#N)C(c2ccccc2Cl)C(C(=O)OC)C(=O)N1 (configuration not stated) the results were NOD1 NF-kB reporter -28%, NS5 inhibitors -11%, Yfh1-depleted yeast inactive, HEK293 NOD2/NF-kB 16%, HIV fusion peptide -1.5%, West Nile antiviral -0.6%, KOR beta-arrestin-1 2.9%, AID2073 -8%, KOR beta-arrestin-2 -11% and NS5 inhibitors pilot replicate -3.8.
Screening COc1ccc(CNC(=O)Nc2cccc(C)c2)cc1 returned NOD1 NF-kB reporter -44%, NS5 inhibitors -9%, Yfh1-depleted yeast inactive, HEK293 NOD2/NF-kB -18%, HIV fusion peptide -0.1%, West Nile antiviral -0.1%, KOR beta-arrestin-1 -1.5%, AID2073 33% and KOR beta-arrestin-2 -5%.
For COC(=O)c1ccccc1Sc1ncnc2onc(C)c12 the results were NOD1 NF-kB reporter -6%, NS5 inhibitors -9%, Yfh1-depleted yeast inactive, HEK293 NOD2/NF-kB 26%, HIV fusion peptide 1.6%, West Nile antiviral -0.3%, KOR beta-arrestin-1 -1.3%, AID2073 -10% and KOR beta-arrestin-2 27%.
Screening Cn1c(=O)c2c(nc(NCC(O)CO)n2CCc2ccccc2)n(C)c1=O (configuration not stated) returned NOD1 NF-kB reporter -13%, NS5 inhibitors 1%, Yfh1-depleted yeast inactive, HEK293 NOD2/NF-kB 1%, HIV fusion peptide -0.7%, West Nile antiviral 0.2%, KOR beta-arrestin-1 -3.0%, AID2073 4% and KOR beta-arrestin-2 -23%.
For C=CCn1c(CSc2nc3ccccc3s2)nnc1SCC(=O)NCc1ccccc1 the results were NOD1 NF-kB reporter -12%, NS5 inhibitors -7%, Yfh1-depleted yeast inactive, HEK293 NOD2/NF-kB 0%, HIV fusion peptide 4.2%, West Nile antiviral -0.4%, KOR beta-arrestin-1 -11%, AID2073 2% and KOR beta-arrestin-2 4%.
Screening Cc1cccc(C(=O)Nc2ccc3c(c2)C(=O)N(CC(C)C)C3=O)c1 returned NOD1 NF-kB reporter -14%, NS5 inhibitors 2%, Yfh1-depleted yeast inactive, HEK293 NOD2/NF-kB -5%, HIV fusion peptide -0.3%, West Nile antiviral -0.3%, KOR beta-arrestin-1 1.1%, AID2073 12% and KOR beta-arrestin-2 -80%[20 µM].
O=C(C1=C[C@@H](c2ccc3c(c2)OCO3)C[C@@H](OCCCCO)O1)N1CCOCC1 was read as NOD1 NF-kB reporter 21%, NS5 inhibitors -5%, Yfh1-depleted yeast inactive, HEK293 NOD2/NF-kB 0%, HIV fusion peptide 0.3%, West Nile antiviral 1.0%, KOR beta-arrestin-1 3.7%, AID2073 -3% and KOR beta-arrestin-2 -6%.
C=CCc1cc(Cl)ccc1OCCOCCN(C)C was read as NOD1 NF-kB reporter -32%, NS5 inhibitors -2%, Yfh1-depleted yeast inactive, HEK293 NOD2/NF-kB 4%, HIV fusion peptide -0.6%, West Nile antiviral 0.6%, KOR beta-arrestin-1 1.2%, AID2073 -4% and KOR beta-arrestin-2 -46%[20 µM].
For CCN(CC)C1CCN(C(=O)c2cc(COc3cccc4cccnc34)on2)C1 (configuration not stated) the results were NOD1 NF-kB reporter 8%, NS5 inhibitors 2%, HEK293 NOD2/NF-kB 11%, HIV fusion peptide -0.2%, West Nile antiviral 0.3%, KOR beta-arrestin-1 1.1%, AID2073 11% and KOR beta-arrestin-2 -16%.
Cc1cccc(N2CCN(C(=O)Cc3ccc(Br)cc3)CC2)c1C was read as NOD1 NF-kB reporter -11%, NS5 inhibitors -3%, Yfh1-depleted yeast inactive, HEK293 NOD2/NF-kB -14%, HIV fusion peptide -2.0%, West Nile antiviral -0.7%, KOR beta-arrestin-1 1.0%, AID2073 -4% and KOR beta-arrestin-2 35%.
O=C(OCCN=C1NS(=O)(=O)c2ccccc21)C1CC(=O)N(c2ccc(Cl)cc2)C1 (configuration not stated) was read as NOD1 NF-kB reporter -24%, NS5 inhibitors 1%, Yfh1-depleted yeast inactive, HEK293 NOD2/NF-kB 7%, HIV fusion peptide 1.8%, West Nile antiviral 0.1%, KOR beta-arrestin-1 1.2%, AID2073 0% and KOR beta-arrestin-2 3%.
Screening O=C(Nc1cccc(NC(=O)c2ccccc2[N+](=O)[O-])c1)c1ccccc1Cl returned NOD1 NF-kB reporter -12%, NS5 inhibitors -2%, HEK293 NOD2/NF-kB 4%, HIV fusion peptide -0.1%, West Nile antiviral -1.8%, KOR beta-arrestin-1 -5.5%, AID2073 24% and KOR beta-arrestin-2 13%.
`CCCn1c(C(CO)Nc2nc(C)cs2)nc2ccccc21` (configuration not stated) gave NOD1 NF-kB reporter 12%, NS5 inhibitors 2%, HEK293 NOD2/NF-kB 10%, HIV fusion peptide 0.3%, West Nile antiviral -0.3%, KOR beta-arrestin-1 -0.3%, AID2073 -3% and KOR beta-arrestin-2 -23%[20 µM].

Some of the compounds tested. The share of hits here may be higher or lower than overall.
